# Bioassay records deposited in PubChem by several laboratories.
# ADAM17 inh = ADAM17 inhibitors, primary screen, biochemical, QFRET; recombinant ADAM17, EDANS/DABCYL FRET peptide cleavage; inhibition, % at 6.95 µM; actives 0.83% (n = 370,000); Disintegrin and metalloproteinase domain-containing protein 17 (Homo sapiens), P78536;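 active = inhibition above the mean of compounds lying between control limits plus 3 SD, set per campaign, cut at about 8.5% in these data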;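 note: 0% = DMSO-only wells as the low control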
# Target sequence (P78536 215-824 limits assumed): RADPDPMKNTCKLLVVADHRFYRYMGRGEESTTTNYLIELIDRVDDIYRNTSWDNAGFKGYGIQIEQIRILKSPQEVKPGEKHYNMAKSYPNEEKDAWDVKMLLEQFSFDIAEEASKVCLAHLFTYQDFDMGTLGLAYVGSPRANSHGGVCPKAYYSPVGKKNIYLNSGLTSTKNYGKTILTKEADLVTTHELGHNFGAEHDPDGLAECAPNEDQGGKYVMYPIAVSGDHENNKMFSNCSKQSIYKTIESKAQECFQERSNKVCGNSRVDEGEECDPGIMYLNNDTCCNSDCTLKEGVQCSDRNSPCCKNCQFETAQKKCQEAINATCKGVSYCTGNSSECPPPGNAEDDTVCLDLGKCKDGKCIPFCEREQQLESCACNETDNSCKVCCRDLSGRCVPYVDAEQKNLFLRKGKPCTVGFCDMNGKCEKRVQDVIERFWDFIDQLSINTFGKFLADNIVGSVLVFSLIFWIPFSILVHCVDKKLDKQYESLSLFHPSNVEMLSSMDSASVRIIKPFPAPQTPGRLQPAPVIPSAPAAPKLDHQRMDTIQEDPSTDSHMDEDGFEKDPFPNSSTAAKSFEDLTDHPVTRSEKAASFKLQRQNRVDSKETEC
# ssDAF-12 act = S. stercoralis DAF-12 nuclear receptor activators, primary screen, cell-based, luminescence, HEK293, GRIP1 co-expression, lit1-tk-luc | Nuclear hormone receptor DAF-12 (Strongyloides stercoralis) | HEK293 ssDAF-12/GRIP1 lit1-tk-luc reporter; % of 3 µM dafachronic acid response | activation, % at 6.8 µM | actives 1% (n = 370,000) | AID 652126, 2013;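 active = activation above the mean over all tested compounds plus 3 SD, cut at about 0.9% in these data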;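 note: 0% = DMSO-only wells and 100% = 3 µM delta7-dafachronic acid wells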
# ADAM10 inh = human ADAM10 inhibitors, primary screen, biochemical, QFRET, HTS; Disintegrin and metalloproteinase domain-containing protein 10 (Homo sapiens), O14672; recombinant ADAM10, EDANS/DABCYL FRET peptide cleavage, 3 h; inhibition, % at 7 µM; actives 0.62% (n = 370,000); AID 720582, 2013;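 active = inhibition above a per-campaign cutoff equal to the mean of compounds falling between control-based bounds plus 3 SD, cut at about 20% in these data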;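 note: 0% = DMSO wells while the 100% control is not disclosed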
# DAX1 inh-1 = DAX1 (NR0B1) inhibitors, primary screen, cell-based, HEK293, Gal4-DAX1, luciferase luminescence; HEK293 Gal4-DAX1 luciferase reporter; inhibition, % at 6.75 µM; actives 0.99% (n = 340,000); AID 504766, 2011;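 active = inhibition above the mean over all tested compounds plus 3 SD, cut at about 4.2% in these data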;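 note: 0% = DAX1-transfected cells with DMSO and 100% = empty-vector control cells with DMSO; inhibition shows as a rise in luminescence from relieved DAX1 repression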
# Target sequence (P51843 207-470 limits assumed): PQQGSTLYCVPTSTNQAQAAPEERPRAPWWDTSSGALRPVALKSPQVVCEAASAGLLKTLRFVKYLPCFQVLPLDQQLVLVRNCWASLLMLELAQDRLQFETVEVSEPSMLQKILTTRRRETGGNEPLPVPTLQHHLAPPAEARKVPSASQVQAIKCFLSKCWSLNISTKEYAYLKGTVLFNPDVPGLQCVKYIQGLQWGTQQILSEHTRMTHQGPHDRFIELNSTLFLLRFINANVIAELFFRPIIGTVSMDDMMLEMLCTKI
# FXN GAA850 act = FXN promoter activators, primary screen, cell-based, luciferase luminescence, HEK293 lucGAA850; HEK293 lucGAA850 FXN promoter luciferase reporter, 24 h; percent of 10 µM SAHA response; activation, % at 6 µM; actives 0.56% (n = 360,000); AID 540364, 2011;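 active = activation above the average of all compounds screened plus 3 SD, cutoff fixed separately per campaign, cut at about 7.5% in these data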;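 note: 0% = DMSO wells and 100% = 10 µM SAHA wells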
# SMARCA2 activ = SMARCA2 (BRM) function activators, primary screen, cell-based, luminescence, high throughput | MG213 cells, MMTV-luciferase reporter, dexamethasone, overnight | activation, % at 9.1 µM | actives 1% (n = 370,000) | AID 652017, 2013; in the data active = activation above about 7.8%;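 note: 0% = vehicle wells and 100% = reference activator wells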
# PG9 Ab binder = binders of HIV-1 gp120 antibody PG9, primary screen, biochemical, TR-FRET | TR-FRET gp120-PG9 antibody binding | inhibition, % at 6.7 µM | actives 0.43% (n = 360,000); in the data active = inhibition above about 8.5%
# hcDAF-12 act = H. contortus DAF-12 nuclear receptor activators, primary screen, cell-based, luminescence, HEK293, lit1-tk-luc reporter; HEK293 hcDAF-12 lit1-tk-luc reporter; 0% DMSO, 100% Δ7-dafachronic acid; activation, % at 6.8 µM; actives 1.4% (n = 370,000);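 active = activation above the mean of all tested compounds plus 3 SD, cut at about 5.5% in these data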;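 note: 100% = response to 3 µM Δ7-dafachronic acid high control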
# hgDAF-12 ag = H. glycines DAF-12 receptor agonists, primary screen, cell-based, luminescence, HEK293, GAL4 fusion, UAS-luciferase. Nuclear hormone receptor DAF-12 (Heterodera glycines), GAL4 fusion. HEK293 GAL4-hgDAF12 UAS-luciferase reporter, agonist luminescence; normalized to butyrate control. activation, % at 6.8 µM. actives 1.8% (n = 370,000). AID 687014, 2013;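 active = activation above a cutoff set at the mean of all screened compounds plus 3 SD, cut at about 10% in these data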;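 note: 0% = DMSO wells and 100% = sodium butyrate wells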
# GC-A act = GC-A stimulated cGMP production enhancers – HEK293 GC-A cells, cGMP TR-FRET, EC30 ANP, primary screen. Atrial natriuretic peptide receptor 1 (Homo sapiens), P16066. activation, % at 10 µM. actives 0.14% (n = 370,000). 0% at EC30 ANP, 100% saturating ANP; in the data active = activation above about 40%
# DAX1 inh-2 = DAX1 (NR0B1) inhibitors on StAR promoter, primary screen, cell-based, luminescence, SF-1 (NR5A1), full-length DAX-1; actives 1.1% (n = 370,000); inhibition, % at 6.8 µM; AID 652010, 2013; HEK293T StAR-luciferase reporter, SF-1/DAX-1 repression relief;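 active = inhibition above the mean over all tested compounds plus 3 SD, cut at about 3.6% in these data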;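 note: 0% = DAX-1 cells with DMSO and 100% = cells lacking DAX-1 with DMSO; higher inhibition means more luminescence from relief of DAX-1 repression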
# Active calls of the source: *; x = no result given.
SMILES,ADAM17 inh,ssDAF-12 act,ADAM10 inh,DAX1 inh-1,FXN GAA850 act,SMARCA2 activ,PG9 Ab binder,hcDAF-12 act,hgDAF-12 ag,GC-A act,DAX1 inh-2
Cc1nn(CC(=O)NCCCN2CC(C)CC(C)C2)c(=O)c2cccn12 (stereo not drawn),-3.5,-1.2,-1.1,0.4,-2.1,3.9,-1.7,1.5,0.9,2.3,-1.6
C/C(NC(=O)c1cccc(F)c1)=C1/C(=O)C[C@@H]2[C@H]1C2(C)C,-0.3,-0.4,9.1,0.1,4.3,3.2,0.2,1.1,1.6,-6.8,0.2
CC(=O)NC(c1ccc([N+](=O)[O-])cc1)c1c(O)ccc2ccccc12 (stereo not drawn),3.5,-0.8,2.5,-0.4,-1.9,-0.6,0.5,-2.9,2.1,0.1,-0.5
C=C/C(C)=C/CC1C(=C)CCC2C(C)(C(=O)O)CCCC12C (stereo not drawn),-1.1,-0.4,-1.7,1.7,0.7,-0.6,-1.3,-1.9,0.5,-8.1,0.2
COc1ccc(CNc2nc3ccccc3n2Cc2ccc(Cl)cc2)cc1OC,4.2,-2.2,5.8,-0.6,0.9,-5.4,-1.2,-2.4,-0.6,30.2,-0.6
CCOc1ccc(CNC(=O)C(=O)c2cn(CC(=O)N3CCOCC3)c3ccccc23)cc1OC,1.7,-1.0,7.6,0.3,3.0,-1.6,-1.1,1.9,3.4,-2.0,1.9
CCCCNc1nc2ccccc2nc1NS(=O)(=O)c1ccc(F)cc1,-10.4,0.1,-24.5,-0.3,-0.8,-0.7,-2.3,3.7,1.8,3.8,-0.4
CC(=O)NS(=O)(=O)c1ccc(NC(=O)CSc2ccccc2)cc1,-3.0,-1.3,-0.8,-0.9,-0.3,-1.0,-1.7,-0.5,0.6,2.6,0.3
CCS(=O)(=O)n1nc(-c2ccco2)nc1N,-1.6,-1.5,1.6,-0.3,1.1,-2.5,2.1,-1.8,2.7,0.8,-0.6
O=C(CO/N=C/c1cccc([N+](=O)[O-])c1)NC1CCCCCC1,-4.1,-0.6,-7.4,0.0,2.7,-2.7,1.6,2.4,-1.2,0.5,-0.2
Cc1ccc(Cc2c(-c3ccco3)nc3ccc(Br)cn23)cc1,-11.6,0.4,-33.0,x,x,-2.7,-1.4,2.2,0.4,26.7,-0.3
CC(=O)N(CCc1ccccc1C)Cc1cc2cc3c(cc2[nH]c1=O)OCO3,-46.7,-1.1,-159.7,0.7,-2.6,0.6,0.8,-0.1,4.1,2.5,0.0
CC(Oc1ccc(Cl)cc1)/C(N)=N/O (stereo not drawn),4.4,-0.3,-2.3,-0.1,0.7,-2.0,-0.7,-1.6,1.7,1.1,-0.6
Cc1cc(C)cc(N2C(=O)CN(Cc3ccccc3)C2=S)c1,0.8,-1.3,2.4,0.3,-2.5,-1.0,-1.3,0.1,-1.0,1.2,0.3
N#Cc1ccc(NC(=O)OC2CC3CC2[C@H]2CCCCN2[C@H]3Cc2ccccc2)cc1 (stereo partly drawn),-0.6,-0.2,-4.7,x,x,-1.2,x,-1.8,-0.1,-6.8,-1.0
O=C1NC(=O)N2CCSC2(Cc2ccccc2)N1 (stereo not drawn),-7.1,-0.9,-11.2,-1.1,1.4,1.8,0.7,0.1,1.1,-1.0,1.1
COc1cccc(CN2CC(C(=O)N3CCCCCCC3)CCC2=O)c1 (stereo not drawn),-0.9,-1.6,-0.9,1.1,-0.1,-0.5,-0.1,5.5,3.0,0.4,-0.4
COc1ccc(OC)c(N(CC(=O)Nc2ccccc2)S(C)(=O)=O)c1,-1.8,-1.1,1.4,0.1,0.9,1.9,-1.7,-1.1,3.2,-1.7,0.5
CCCS(=O)(=O)c1c(S(=O)(=O)CCC)c2c(C(N)=O)cccn2c1C(=O)c1ccc(F)cc1,-4.8,-1.9,-7.5,2.6,0.0,3.6,1.6,-0.5,-0.9,-1.2,-0.4
CCOC(=O)C1(Cc2cccc(Cl)c2)CCCN(C(=O)c2ccc(COC)s2)C1 (stereo not drawn),0.2,-0.7,-1.8,-0.5,1.8,-1.4,-0.5,-1.1,-3.3,-5.8,0.0
CC(=O)Nc1ccc(OCCC[n+]2ccccc2)cc1,-3.0,-1.1,-1.2,2.2,-1.1,-2.9,-0.5,1.1,1.6,-3.9,-0.5
CCN1CCCC1CNC(=O)c1csc2c1CCCC2 (stereo not drawn),1.5,-0.4,6.2,-0.3,-0.3,5.8,-1.4,-2.1,3.1,-0.6,0.1
O=C(Nc1nnc(-c2cccs2)o1)c1cccc(Oc2ccccc2)c1,7.1,-2.2,16.8,1.3,1.0,-1.9,0.7,2.5,1.5,2.5,-0.4
CNC(=O)/C(C#N)=C/c1ccc(-c2nc3ccccc3s2)o1,-8.8,-1.2,-15.0,x,6.4,4.6,-7.1,2.1,5.4,2.3,0.5
COc1ccc(CC(=O)NC(C)c2nnc(SCC(=O)Nc3ccccc3F)n2C)cc1 (stereo not drawn),-5.0,-1.1,-4.1,-0.5,0.0,-1.6,-2.2,-2.3,-1.4,-1.9,0.2
CC(=O)Nc1ccc(CNc2nc3cc(-c4ccccc4C)sc3c(=O)n2C)cc1,0.3,-0.8,-1.7,x,1.4,-2.3,-0.5,2.3,-0.6,-0.8,1.4
COC(=O)c1cccc(OCC(O)Cn2cnc3cc(C)c(C)cc32)c1 (stereo not drawn),-0.7,-1.1,10.8,-0.1,0.3,-2.9,-3.8,0.4,-0.9,-0.5,-0.3
COc1ccc(Cl)cc1NC(=O)COC(=O)Cc1cc(OC)c(OC)c(OC)c1,1.4,2.8*,-2.9,-0.7,-0.1,-2.0,-0.6,-0.3,-0.1,-4.1,-1.0
CC1CN(C(=O)N2c3ccccc3Sc3ccccc32)C(C)CC1=O (stereo not drawn),-1.5,-1.5,19.0,2.2,0.3,-2.1,3.2,-2.8,-2.8,-9.0,-1.0
COCCCN1C(=O)C(CC(=O)NCCCCc2ccccc2)CC(C(=O)N(C(C)C)C(C)C)=C1C (stereo not drawn),-4.9,-1.4,-12.8,x,x,-1.4,-2.3,-0.6,-0.7,1.4,0.4
O=C(CN1CCOCC1)Nc1cccc(Cl)c1Cl,3.5,-1.6,7.4,0.1,0.1,-3.1,0.2,0.5,0.1,6.1,0.3
CCOCCCn1c(=S)[nH]c2cc(C(=O)NC3CCCCC3C)ccc2c1=O (stereo not drawn),-1.2,-0.9,-1.3,0.3,1.4,-0.9,0.2,0.8,1.0,2.6,0.3
COc1nccnc1NS(=O)(=O)c1ccc(NC(=S)NC(=O)/C=C/c2ccc(F)cc2)cc1,10.4*,-0.8,23.9*,-2.1,2.9,-2.6,-2.4,-2.4,-5.3,-5.2,0.4
O=C(CCc1nc2ccccc2s1)NCc1ccccc1F,-3.3,-0.8,-10.2,-0.5,3.4,-1.7,0.8,2.4,-1.9,-2.9,0.0
O=C(c1cnn2c(C(F)(F)F)cc(-c3cccs3)nc12)N1CCN(C(c2ccccc2)c2ccccc2)CC1,-10.0,-1.5,-35.1,0.5,0.2,-0.5,-0.9,-0.5,0.6,16.2,-0.5
O=C(O)CN1C(=O)NC2(CCOc3ccccc32)C1=O (stereo not drawn),0.5,-0.9,1.2,1.7,-0.3,0.0,-0.4,-1.9,1.7,1.4,0.4
COc1ccc(OCCCN2CCc3ccccc3C2)cc1,-4.8,-1.3,-8.8,-0.8,0.5,-2.7,0.7,2.0,1.2,-1.1,-0.1
CCOc1ccc(N(CC(=O)Nc2cccc(Br)c2)S(C)(=O)=O)cc1,5.5,-1.1,8.5,-2.0,1.4,-1.4,-2.6,-0.1,-2.5,-6.8,-0.8
CC1=Nc2ccccc2/C1=C/c1c(N)n2c(S(=O)(=O)C(C)C)nsc2nc1=O,-5.0,-0.5,-21.6,-0.2,0.5,1.2,-2.3,3.1,-0.7,1.4,0.1
Cc1ccc2c(CN3CCN(C(=O)c4ccco4)CC3)cc(=O)oc2c1C,-5.7,-0.9,-11.0,0.9,1.2,-1.6,-1.0,-1.5,0.8,-2.0,-0.1
CCCCCc1ccc(-c2cn(Cc3cccc(OC)c3)nn2)cc1,-1.1,-1.2,4.7,0.3,-2.4,1.2,0.8,-0.8,-1.1,-0.6,-0.7
O=[N+]([O-])c1ccc(O)c(Nc2ncnc3ccc(Br)cc23)c1,1.6,-1.1,-10.0,0.2,-1.3,-3.3,-5.7,1.3,-1.3,-1.3,-0.3
O=C1C=C(c2n[nH]nc2-c2ccccc2)C[C@@H](c2ccc(F)cc2)C1,1.9,-1.9,3.9,0.0,-0.3,1.8,0.4,0.5,-0.3,-0.8,-0.9
C#CCNC(=O)C1=C[C@@H](c2ccc(C#C)cc2)[C@H](CCCO)[C@@H](OCC)O1,-1.6,-1.5,-6.5,-0.3,-1.0,0.1,-0.3,-0.2,1.4,-0.8,-0.3
Cc1ccccc1S(=O)(=O)Cc1ccc(C(=O)NCCN2CCCCC2C)o1 (stereo not drawn),-2.5,-1.1,-9.6,1.7,-0.2,-2.5,2.1,-0.7,-2.0,-1.6,0.5
Cc1nn2c(-c3cccc(NC(=O)CSc4nc5ccccc5o4)c3)nnc2c2ccccc12,1.9,-1.3,-1.1,-1.7,2.1,-0.2,4.3,-0.8,-4.4,0.5,-1.5
O=P1(O)Cc2ccccc2-c2ccccc21,0.0,-0.8,-11.0,0.6,0.8,-0.9,-1.2,0.1,-0.3,-1.3,0.6
COC(=O)C1CCCN(C(=O)C2CCN(S(=O)(=O)c3ccccc3[N+](=O)[O-])CC2)C1 (stereo not drawn),2.3,-1.3,0.6,x,x,-3.1,x,2.5,1.1,-0.5,0.4
COCCn1c(N)c(Sc2ccc(Cl)cc2)c(=O)[nH]c1=O,-3.0,-0.9,0.8,-0.5,1.0,-0.2,-0.8,-0.2,0.8,6.9,-0.1
Fc1c(F)c(F)c(SCn2cc(Br)cn2)c(F)c1F,-1.0,-1.3,-3.2,0.0,1.4,3.4,0.3,-0.5,3.0,2.1,1.5
CC(C)Nc1nc(Nc2ccc(F)cc2)c2sccc2n1,-1.4,-1.0,-18.1,x,0.1,-8.7,3.3,-2.1,-5.8,24.3,-4.2

# Not a hit list; 6.8% or so of the library scored in one or more.
